High-throughput results (PubChem)
TRHR PAM – TRH receptor (human) allosteric enhancement; P34981; TRHR cells, fluo-8 calcium fluorescence, EC20 TRH enhancement; enhancement, % at 2 µM; actives 0.66% (n = 360,000); in the data active = enhancement above about 30%; note: 0% is about no effect
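Enhancer read-out: after compound pinning and an initial kinetic agonist-mode read, an EC20 of TRH (10 nM final) was injected and fluo-8 calcium signal (Ex 480/Em 530) followed at 1 s/cycle for 100 cycles in TRHR-expressing cells.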
Pin1 inh – blocks the human prolyl isomerase Pin1; Q13526; Pin1 FP peptide displacement, HiFluor488, 10 min; Potency, µM (series often up to 115 µM), inactives show at the highest dose activity, negative = inhibition, hits mostly inhibitors; actives 0.009% (n = 390,000); AID 504891; active = well fitted inhibition curve with a large enough effect in the polarisation, with a control signal flat, not every such curve was filed as active; inconclusive = small, poorly fitted or top-dose-only effect, or effect the other way, or a change in a side signal; inactive = no such curve, though single readings can be large or run the other way; the % refers to the polarisation; note: potency is the fitted concentration of half-maximal effect; % is set by controls: 0 for no effect and ±100 for the full control effect
Target sequence (Q13526 whole entry, looked up): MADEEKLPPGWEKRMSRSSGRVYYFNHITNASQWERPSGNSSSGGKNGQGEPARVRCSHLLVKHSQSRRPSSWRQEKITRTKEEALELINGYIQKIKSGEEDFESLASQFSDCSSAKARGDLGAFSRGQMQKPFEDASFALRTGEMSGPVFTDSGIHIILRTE
TRHR ag – TRH receptor (human) agonism. P34981. TRHR cells, calcium flux fluo-8, FDSS agonist mode. activation, % at 2 µM. actives 0.18% (n = 360,000); in the data active = activation above about 30%; note: 0% is about no effect
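TRHR-expressing cells, plated overnight in medium with 10% serum, were loaded with fluo-8 calcium dye at room temperature. After a 10 s baseline, library compound was pin-added and calcium release was recorded kinetically (ex 480/em 530) as agonist response.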
D2 antagonist – antagonists of human D2 dopamine receptor; inhibition, % at 10 µM; P14416; HEK293 TREx D2 cells, calcium flux, dopamine EC80; actives 2% (n = 340,000); AID 485344; in the data active = inhibition above about 30%; note: 0% is about no effect
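HEK293 T-REx D2 cells, tet-induced, calcium dye no-wash. Cpd pintool add, 180 s kinetic, then EC80 DA, 180 s kinetic. Ca flux read.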
TrxR1 inh – inhibitors of rat thioredoxin reductase 1; recombinant rTrxR1, NADPH fluorescence consumption, selenite substrate; Potency, µM (titrated, usually from 114 µM), for the others: top-dose activity change, negative = inhibition, usual class: inhibitors; AID 588453; O89049; actives 1% (n = 390,000); note: potency is the fitted concentration of half-maximal effect; % is set by controls: 0 for no effect and ±100 for the full control effect; nearly all actives have a fitted effect of over 65% in size
Target sequence (O89049 whole entry, looked up): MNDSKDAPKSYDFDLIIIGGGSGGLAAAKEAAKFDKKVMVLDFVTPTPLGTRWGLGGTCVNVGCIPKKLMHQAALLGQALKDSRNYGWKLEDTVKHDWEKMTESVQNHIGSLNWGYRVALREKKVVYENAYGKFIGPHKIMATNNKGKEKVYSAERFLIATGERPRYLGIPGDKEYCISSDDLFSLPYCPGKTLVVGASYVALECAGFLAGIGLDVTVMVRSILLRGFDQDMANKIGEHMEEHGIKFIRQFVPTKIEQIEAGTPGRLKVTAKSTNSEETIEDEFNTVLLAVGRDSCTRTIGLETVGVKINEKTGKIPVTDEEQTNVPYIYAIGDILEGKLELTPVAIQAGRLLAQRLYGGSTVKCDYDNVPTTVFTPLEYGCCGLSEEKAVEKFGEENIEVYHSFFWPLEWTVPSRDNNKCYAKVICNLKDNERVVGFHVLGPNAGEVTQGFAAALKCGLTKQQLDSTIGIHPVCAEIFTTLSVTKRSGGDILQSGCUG
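Rat TrxR1 (90 nM in the dispensed reagent) was pre-reduced with 400 uM NADPH for 5 min at room temperature, then incubated with compound for 15 min. After 400 uM selenite was added, NADPH fluorescence (Ex 340/Em 450 nm) was followed for 8 min.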
USP1 inh – USP1/UAF1 (human) deubiquitinase inhibition; O94782; recombinant USP1/UAF1, Ub-Rhodamine cleavage fluorescence; Potency, µM (top dose mostly 57.1 µM), without a hit: at the highest dose activity change, negative = inhibition, actives largely listed as inhibitors; actives 0.23% (n = 390,000); AID 743255; note: potency is the fitted concentration of half-maximal effect; % is set by controls: 0 for no effect and ±100 for the full control effect; nearly all actives have a fitted effect of over 60% in size; inactives centre near -12
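In this screen, compounds sit with the deubiquitinase complex (1nM) for 15 min at room temperature before Ub-Rho is added at 150nM final. Fluorescence rise is then followed for 6 reads every 60 seconds.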
TrxR1 substrate – is turned over as a substrate by rat TrxR1; Potency, µM (top dose mostly 114 µM), for inactives: at the top dose activity change, negative = substrate turnover; actives 0.01% (n = 390,000); O89049; AID 588456; purified TrxR1 substrate turnover, NADPH consumption readout; note: potency is the fitted concentration of half-maximal effect; % is set by controls: 0 for no effect and ±100 for the full control effect; nearly all actives have a fitted effect of over 50% in size
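Rat TrxR1, dispensed at 90 nM, was prereduced with 400 uM NADPH (final) for 5 min at ~22 deg C, then incubated with compound 15 min before 400 uM selenite. A first-read NADPH fluorescence drop versus no-compound background flagged substrates.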
mIDH1 inhibitor – human IDH1 R132H inhibition | Potency, µM (top dose mostly 76.6 µM), for inactives: top-dose activity change, negative = inhibition, usual class: inhibitors | AID 602179 | actives 0.093% (n = 390,000) | O75874 | IDH1-R132H enzyme, NADPH consumption, diaphorase/resazurin fluorescence; note: potency is the fitted concentration of half-maximal effect; % is set by controls: 0 for no effect and ±100 for the full control effect; nearly all actives have a fitted effect of over 65% in size
Target sequence (O75874 whole entry R132H, stated change not applied): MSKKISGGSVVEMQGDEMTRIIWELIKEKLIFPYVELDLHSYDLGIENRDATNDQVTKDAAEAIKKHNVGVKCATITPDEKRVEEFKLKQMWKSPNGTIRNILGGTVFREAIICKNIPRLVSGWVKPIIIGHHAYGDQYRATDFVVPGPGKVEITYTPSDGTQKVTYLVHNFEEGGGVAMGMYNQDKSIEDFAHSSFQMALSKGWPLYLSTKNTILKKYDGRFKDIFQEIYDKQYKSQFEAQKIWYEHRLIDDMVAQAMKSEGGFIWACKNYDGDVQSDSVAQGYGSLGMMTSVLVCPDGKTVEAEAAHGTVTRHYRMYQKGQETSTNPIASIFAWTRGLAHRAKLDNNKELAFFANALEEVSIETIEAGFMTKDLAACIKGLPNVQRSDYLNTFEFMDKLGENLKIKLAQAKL
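IDH1-R132H (0.5 ug/mL) preincubated 30 min with compound, then NADPH (0.016 mM) and alpha-KG (2 mM) added; 80 min at RT, pH 7.5. Remaining NADPH coupled via diaphorase/resazurin to fluorescence (540/590 nm); concentration-response curves normalized to no-enzyme control.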
D2 ag – agonists of human D2 dopamine receptor; AID 485358; actives 0.53% (n = 340,000); activation, % at 2 µM; HEK293 T-REx D2 cells, calcium flux agonist mode; P14416;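 active = activation over 3 SD above normal in the single-dose calcium agonist read, cut at about 30% in these data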; note: 0% is about no effect
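Tetracycline-induced HEK293 T-REx cells with force-coupled D2 receptor, plated overnight at 30 C, loaded with no-wash calcium dye. After a 10 s baseline, compound was pin-added and calcium flux read kinetically for 180 s; calcium rises flagged agonists.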
* = called active by the depositor; ? = inconclusive; · = not tested or not shown; & = joins results of further samples; [ ] = dose if it differs, or a comment. Unless noted, calls come from the whole dose curve; as a rule, active = well fitted inhibition curve with a large enough effect; inconclusive = small, poorly fitted or top-dose-only effect; inactive = no such curve, though single readings can be large or run the other way.

Value order: TRHR PAM	Pin1 inh	TRHR ag	D2 antagonist	TrxR1 inh	USP1 inh	TrxR1 substrate	mIDH1 inhibitor	D2 ag
> CCOC(=O)C1CCN(c2ncnc3c2nc2n3CCCCC2)CC1
    6	-5%	-0.5	·	6%	-11%	4%	14%	-1.1
> Cc1ccc(S(=O)(=O)N2CCCOC2CNC(=O)C(=O)NC2CCCC2)cc1 (centres undefined)
    6	-5%	0.8	-1	-6%	-17%	-10%	0%	-0.1
> Cc1sc2nc(SC(C)C)nc(N)c2c1C
    -1	23%	-0.1	-7	9%	-10%	9%	1%	-0.6
> Cc1occc1C(=O)NNC(=O)c1ccccc1[N+](=O)[O-]
    8	-3%	0.1	13	7%	-1%	-3%	-1%	0.6
> O=c1[nH]c2ccc(NC(=S)NCc3ccccc3)cc2[nH]1
    5	4%	0.7	-1	-2%	-17%	-1%	0%	-0.6
> COc1ccc(CNC(=O)CN(C(=O)c2csnn2)c2cccc(F)c2)cc1
    5	-2%	0.5	-1	4%[57.1 µM]	-18%	-4%[57.1 µM]	1%	0.1
> COC(=O)c1ccc(NC(=O)C2CCN(S(C)(=O)=O)CC2)cc1
    1	4%	0.3	-1	13%[57.1 µM]	-17%	17%[57.1 µM]	3%	0.4
> CCOC(=O)N1CCN(C(=O)CN(Cc2ccccc2)S(=O)(=O)c2ccc(OC)c(C)c2)CC1
    0	7%	-0.4	24	9%	1%	7%[57.1 µM]	7%	1.6
> CCN(CC)Cc1cc(O)c(CN(CC)CC)cc1O
    -4	?	1.1	-12	10µM*	?	7%	13%	0.8
> O=C1NC(NS(=O)(=O)c2ccccc2)(C(F)(F)F)C(=O)N1Cc1ccccc1 (centres undefined)
    -6	4%	0.5	-5	8%	-22%	1%	6%	0.2
> O=C(O)c1ccc(CNCc2ccc(Cl)cc2)s1
    -2	-2%	1.2	·	-27%	-12%	-6%	-20%	-0.7
> COc1ccc(/C=N/NC(=O)Cc2cccs2)cc1
    -3	4%	-0.7	-5	14%	-19%	-5%	0%	-0.7
> CCOc1ccc2oc(C(=O)N(Cc3nnc(-c4ccccc4Cl)o3)C3CC3)c(C)c2c1
    7	33%[activator]	-0.2	-60	16%	?	15%	1%	-0.1
> O=C(c1cccc(N2CCCC2=O)c1)N1CCOCC1
    1	-1%	0.4	-4	9%[57.1 µM]	-6%	7%[57.1 µM]	-1%	0.4
> O=C(O)c1cccc(N2C(=O)c3cc([N+](=O)[O-])cc4cc([N+](=O)[O-])cc(c34)C2=O)c1
    2	·	-0.4	11	11µM*	-20%	-17%	0%	0.2
> COC(=O)[C@H](Cc1c[nH]c2ccccc12)NC(=O)NCc1ccccc1
    -3	7%	-0.1	1	2%	-27%	-5%[57.1 µM]	-8%	1.4
> Cc1cc(=O)n(CC(C)O)c(O)c1C#N (centres undefined)
    3	-16%	-0.7	-22	-15%[57.1 µM]	?	7%[57.1 µM]	9%	-0.9
> O=C(O)CCc1nn2c3ccccc3n(Cc3ccccc3)c2nc1=O
    -5	-2%	0.0	·	27%	-4%	56%[activator]	0%	·
> CC(C)(CNc1ccc([N+](=O)[O-])cc1Cl)CNS(C)(=O)=O
    0	-3%	1.0	-10	-11%	-17%	-8%	17%	0.8
> Cn1c(C(=O)OC(C(=O)NC2CCCC2)c2cccnc2)cc2sccc21 (centres undefined)
    1	-4%	-0.3	-25	10%	-9%	-8%	2%	0.0
> Cc1ccccc1NC(=O)CCN1CCN(Cc2ccccc2)CC1
    4	10%	1.8	-22	-7%	-9%	-4%	9%	0.6
> CC1CCCCN1CCNC(=O)CC1Oc2ccccc2NC1=O (centres undefined)
    -5	-9%	0.4	-22	16%	-21%	0%	-4%	18
> COC(=O)c1cc(NS(=O)(=O)c2cc(Br)cc3c2N(C(C)=O)CC3)cc(C(=O)OC)c1
    -1	-2%	0.1	·	25%[57.1 µM]	3%	8%[57.1 µM]	-8%	-0.6
> COc1ccc(Nc2ccc(C(F)(F)F)cc2[N+](=O)[O-])cn1
    -6	-4%	2.5	11	13%	-27%	-2%	-5%	0.0
> O=C(CCCCCn1c(=S)[nH]c2cc3c(cc2c1=O)OCO3)N1CCN(C2CCCCC2)CC1
    -11	3%	-0.4	7	-1%	3%	-1%	-5%	0.8
> COc1cccc(N2CCN(C(=O)c3ccccc3SCC(=O)NCc3ccco3)CC2)c1
    -2	3%	-1.3	-9	21%	-20%	4%	12%	-0.5
> Cc1ccccc1S(=O)(=O)Cc1ccc(C(=O)NCCCOC(C)C)o1
    -4	-2%	-0.3	3	-22%	-5%	1%	5%	-0.4
> COc1cc(NC(=O)c2cccc(F)c2)ccc1NC(=O)c1cc2ccccc2o1
    0&-8	-5%&0%	0.0&-0.1	6	1%[57.1 µM]	-3%&-9%	0%[57.1 µM]	5%&-8%	0.5&-0.2
> COc1ccc(N2CCN(C(=O)NC3CC(=O)N(c4ccc(OC)cc4)C3)CC2)cc1 (centres undefined)
    5	-5%	-3.1	-15	9%	-10%	4%	5%	-1.6
> CCN1CCN(c2ncc3c(n2)CCN(Cc2ccccc2C)C3)CC1
    6	-1%	0.5	·	-3%[57.1 µM]	-23%	-1%[57.1 µM]	-5%	1.5
> O=C(O)c1cc(N/N=C/C=C/c2ccccc2)ccc1Cl
    -3	-9%	0.0	-12	12%[57.1 µM]	-12%	8%[57.1 µM]	6%	-0.1
> Cc1[nH]c2ccccc2c1[C@H]1[C@@H](CC#N)C1(C)C
    -3	?	0.0	-1	9%	-19%	-2%	13%	-1.7
> Cc1ccc(CN(C(=O)COc2ccc(C(C)C)cc2)C2CCS(=O)(=O)C2)o1 (centres undefined)
    9	0%	-0.6	·	?	-1%	-9%	0%	-1.2
> Nc1ccc(NC(=O)c2cccs2)cc1
    -7	6%	-0.2	6	19%	-26%	0%	0%	-0.1
> CCc1ccc(OCC(=O)NNC(=S)NC(=O)C2CCCCC2)c(Br)c1
    -1	-10%	-0.1	-5	-14%	-32%	4%	5%	0.0
> Cc1cccc(CSc2cn(CC(=O)N3CCCC3)c3ccccc23)c1
    27	1%	0.4	·	19%	-9%	-1%	0%	0.3
> CCC(C(=O)OCC(=O)Nc1ccccc1-c1ccccc1)c1ccccc1 (centres undefined)
    -6	3%	0.7	-3	-2%	-3%	-6%	2%	-0.4
> CC(NCC(O)COc1ccc2ccccc2c1)c1ccccc1 (centres undefined)
    15	-18%	1.6	24	4%[57.1 µM]	-11%	0%[57.1 µM]	0%	0.8
> CC/C(=N\NC(=O)c1ccccc1Cl)c1ccc(Br)s1
    -7	-5%	0.0	-7	19%	-18%	7%	3%	-0.2
> COc1ncccc1-c1nnn(-c2ccc(Cl)nc2)n1
    2	2%	-0.3	5	-19%	?	16%	12%	-0.7
> Cc1ccc([N+](=O)[O-])cc1S(=O)(=O)Nc1ccc(C(=O)NCC2CCCO2)cc1 (centres undefined)
    5	-2%	-0.3	·	-5%	-24%	-4%	13%	·
> CN(CC(=O)Nc1c(Cl)cccc1Cl)C(=O)CNC(=O)c1ccc2c(c1)OCO2
    12	6%	-0.1	-40	-8%	-8%	-6%[57.1 µM]	3%	-0.2
> [N-]=[N+]=NC[C@H](Cc1ccccc1)N1CC[C@@H](O)CCC1=O
    -3	?	0.1	-1	34%&18%	-21%	4%&5%	-3%	1.6
> CCc1ccc(/C(C)=N/Nc2cc(Cl)nc(C)n2)cc1
    -1	3%	1.4	-9	24%[57.1 µM]	-11%	-2%[57.1 µM]	4%	-0.3
> OC1(c2ccc(Cl)cc2)CCN(Cc2nc(-c3cnccn3)no2)CC1
    1	0%	-0.5	6	1%	-1%	2%	-2%	-2.8

A second format for 2 compounds above:
> Cc1[nH]c2ccccc2c1[C@H]1[C@@H](CC#N)C1(C)C
  TRHR PAM = -3 | Pin1 inh = ? | TRHR ag = 0.0 | D2 antagonist = -1 | TrxR1 inh = 9% | USP1 inh = -19% | TrxR1 substrate = -2% | mIDH1 inhibitor = 13% | D2 ag = -1.7
> CC/C(=N\NC(=O)c1ccccc1Cl)c1ccc(Br)s1
  TRHR PAM = -7 | Pin1 inh = -5% | TRHR ag = 0.0 | D2 antagonist = -7 | TrxR1 inh = 19% | USP1 inh = -18% | TrxR1 substrate = 7% | mIDH1 inhibitor = 3% | D2 ag = -0.2

The list continues.
Value order: TRHR PAM	Pin1 inh	TRHR ag	D2 antagonist	TrxR1 inh	USP1 inh	TrxR1 substrate	mIDH1 inhibitor	D2 ag
> CCc1ccc2nc(Nc3ccc(OC)cc3OC)c(C#N)cc2c1
    -3	?	1.9	-9	19%	-24%	-1%	-1%	1.2
> Cc1nc2ccccn2c1/C(O)=C1\C(=O)C(=O)N(CCN2CCOCC2)C1c1cccnc1 (centres undefined)
    5	?	-0.1	15	?	-18%	-5%	12%	-0.5
> COc1ccc(/C=C/C(=O)NCCCNC(=O)/C=C/c2ccc(OC)c(OC)c2)cc1OC
    ·	-2%	·	·	4%	-16%	2%	0%	·
> Cc1ccc2nc(-c3cccnc3)c(NC3CCCC3)n2c1
    18	-2%	-0.4	-5	1%	-17%	-2%	10%	-0.8
> O=C(Cc1cn2ccsc2n1)OCc1nc2ccccc2s1
    1	2%	0.0	-6	10%[57.1 µM]	-20%	-7%[57.1 µM]	9%	-1.3
> Cc1ccc(OCCCCN2CCC(C)CC2)c(Br)c1
    8	-19%	1.1	107*	-6%	-6%	-5%	11%	-0.4
> COc1ccc(NC(=O)c2cccc(NC(=O)c3ccccc3)c2)cc1
    6	9%	-1.5	-8	8%	4%	-2%	-7%	-1.6
> Cc1cc(C)c(-n2nnnc2SCC(=O)c2cccs2)c(C)c1
    -3	-4%	0.9	-12	20%[57.1 µM]	-20%	-16%[57.1 µM]	9%	0.4
> CCOC(=O)C1(Cc2ccc(Cl)cc2)CCN(C(=O)c2cnc(C)cn2)CC1
    -3	2%	-1.3	12	-13%	-4%	-13%	9%	-1.1

Only part of the results is shown; the hit share may differ from the screen's.
